Shiga toxin inh: inhibitors of Shiga toxin in Vero cells. inhibition, % at 38.7 µM. Vero cells, Shiga toxin protein synthesis inhibition reporter. 290,000 tested, 9.2% active; in the data active = inhibition mostly above about 28%, no sharp cut-off; inactive = mostly below about 43%; also: 0% is about no effect
Giardia FBPA inh: inhibitors of Giardia lamblia fructose-1,6-bisphosphate aldolase | AID 2451 | 290,000 tested, 0.71% active | A8B2U2 | purified Giardia FBPA | Potency, µM (titrated, usually from 59.6 µM), inactives show at the highest dose activity, negative = inhibition, hits mostly inhibitors; also: potency is read from the fitted curve at half-maximal effect; % is scaled to controls: 0 for no effect and ±100 for the full control effect; nearly all actives have a fitted effect of over 55% in size
Target sequence (A8B2U2 whole entry, looked up): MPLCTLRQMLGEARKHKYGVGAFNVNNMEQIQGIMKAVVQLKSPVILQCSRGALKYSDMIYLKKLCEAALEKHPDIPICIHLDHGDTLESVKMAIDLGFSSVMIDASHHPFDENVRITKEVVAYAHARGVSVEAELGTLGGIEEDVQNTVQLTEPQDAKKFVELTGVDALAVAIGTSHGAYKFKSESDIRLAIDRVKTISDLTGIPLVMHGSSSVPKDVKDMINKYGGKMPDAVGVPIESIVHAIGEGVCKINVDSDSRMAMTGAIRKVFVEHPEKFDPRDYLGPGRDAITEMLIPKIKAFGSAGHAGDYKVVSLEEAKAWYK
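Giardia FBPA (40 nM reagent) was preincubated 10 min at RT with compound (up to 57.5 uM final), then substrate plus GAPDH/TPI/NAD/arsenate coupling system with diaphorase/resazurin was added; resorufin fluorescence (525/598 nm) was read after 20 min.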
Sm TGR inh: blocks Schistosoma mansoni thioredoxin glutathione reductase; Q962Y6; purified TGR, DTNB reduction, TNB absorbance 405 nm; Potency, µM (highest dose often 114 µM), for inactives: top-dose activity change, negative = inhibition, actives largely listed as inhibitors; 360,000 tested, 3% active; also: potency is read from the fitted curve at half-maximal effect; % is scaled to controls: 0 for no effect and ±100 for the full control effect; nearly all actives have a fitted effect of over 60% in size
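First, TGR (20 nM dispensed) and NADPH were mixed with compound. Second, a 15 min room-temperature incubation followed. Third, further NADPH and then DTNB were added to start the reaction. Finally, TNB absorbance was monitored kinetically.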
Pf growth 48h: P. falciparum growth inhibition at 48 hours (one generation). P. falciparum luciferase growth in erythrocytes, 48 h. 310,000 tested, 5.9% active. Potency, µM (series often up to 28.7 µM), inactives show at the top dose activity change, negative = inhibition, hits mostly inhibitors; also: potency is read from the fitted curve at half-maximal effect; % is scaled to controls: 0 for no effect and ±100 for the full control effect
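Erythrocytes infected with P. falciparum carrying an integrated firefly luciferase reporter (2% hematocrit, 0.1% parasitemia final) were exposed to compounds in RPMI 1640 with 0.5% Albumax at 37 C, 5% CO2. Growth inhibition was scored as reduced luminescence.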
Pf growth 96h: P. falciparum growth inhibition at 96 hour, primary screen for plastid delayed-death inhibitors; P. falciparum luciferase reporter growth, 96 h; Potency, µM (series often up to 28.7 µM), inactives show at the top dose activity change, negative = inhibition, hits mostly inhibitors; 320,000 tested, 6.9% active; AID 504834; also: potency is read from the fitted curve at half-maximal effect; % is scaled to controls: 0 for no effect and ±100 for the full control effect
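Compounds incubated with erythrocytes infected by luciferase-expressing P. falciparum (2% hematocrit, 0.05% parasitemia final) for 96 hours, 37 C in 5% CO2. Growth inhibition scored as decreased luciferase luminescence.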
CHX counter: affects cycloheximide protein synthesis inhibition readout, counter-screen. AID 2314. 300,000 tested, 12% active. max response, %. cell reporter, cycloheximide protein synthesis inhibition counterscreen; in the data active = max response mostly above about 13%, no sharp cut-off; inactive = mostly below about 14%; also: read at 38.3 µM for the half of the compounds with a filed dose; 0% is about no effect
* hit, by the source's call; ? = inconclusive; nt = no result given; + = active, no number; & = joins results of further samples; ! = not confirmed by another sample; [ ] = another dose, or the depositor's remark. Unless noted, calls follow the shape of the dose curve; as a rule, active = well fitted curve in the direction sought with a large enough effect; inconclusive = small, poorly fitted or top-dose-only effect, or another doubt; inactive = no such curve, though single readings can be large; an effect the other way counts as inactive or inconclusive.

Results follow in this order: Shiga toxin inh | Giardia FBPA inh | Sm TGR inh | Pf growth 48h | Pf growth 96h | CHX counter
> CCn1c(CC(=O)Nc2ccc(C)c(Cl)c2)nnc1SCc1ccc(Cl)c(Cl)c1
    -1 | 3% | 9% | -7% | 39%[activator] | 1
> COC(=O)C1C(=O)OC(C)(C)C1C(C)C(=O)c1ccc(C)cc1C (configuration not stated)
    2 | 6% | 5% | -7% | -1% | 4
> COc1ccccc1CNC(=O)[C@@H](NC(=O)C1CCN(C(=O)[C@@H]2CCCN2)CC1)C(C)C
    -9 | ? | ? | 6% | 6% | -5
> Clc1ccc2oc(-c3ccccn3)nc2c1
    118* | -9% | 3% | 234%[activator] | ? | 44*
> CCCCCCn1c(COc2ccccc2F)nnc1SCC(=O)N1c2ccccc2NC(=O)C1(C)C
    -29 | -7% | 2% | 13µM* | 8.3µM* | -2
> CCSC(SCC)[C@H](O)[C@@H](O)[C@H](O)[C@H](O)CO
    -11 | 1% | 4% | 10% | 7% | -3
> COc1cccc(-n2c(SCC(=O)Nc3cc(C)on3)nc3c([nH]c4ccccc43)c2=O)c1
    -5 | 7% | 3% | ? | ? | 5
> COc1cccc(NC(=O)c2ncn[nH]2)c1
    -6 | ? | 9% | 13% | 8% | 5
> CC(C)(C)NC(=O)NC(=O)COc1ccccc1C#N
    + | -1% | 1% | 144%[activator] | 85%[activator] | 66*
> O=C(c1cc2c(F)cccc2s1)N1CCCC1
    52 | 3% | nt | -10% | 8% | 20
> N#Cc1c(-c2ccccc2)ccn(Cc2ccc(Cl)cc2)c1=O
    -6 | -3% | 2% | 4% | ? | -3
> COc1ccc(C(=O)NCC(=O)Nc2ccc(-c3ccccc3)cc2)cc1
    26 | -1% | 14% | 0% | 17% | -1
> Cc1cccnc1NC(=O)CCn1c(=O)oc2ccccc21
    19 | nt | -10% | 23% | 29% | -2
> CCOC(=O)C1CCN(S(=O)(=O)c2cc3c4c(c2)C(C)C(=O)N4CCC3)CC1 (configuration not stated)
    -5 | nt | 12%&6% | -5% | ? | -1
> COc1ccc(OC)c(/C=C/C(=O)Nc2cccc(S(=O)(=O)N3CCCC3)c2)c1
    19 | -6% | -1% | ? | ? | 10
> COc1ccc(CC2(CO)CCN(Cc3ccc(OC(F)(F)F)cc3)CC2)cc1
    3 | -2% | -11% | ? | -21% | 3
> CCCCNC(=O)CNC(=O)c1cccs1
    -8 | 7% | 13% | 29% | 34%[activator] | 12
> CC1CCCC(C)N1C(=O)CSc1nnc(NC(=O)Cc2cccs2)s1 (configuration not stated)
    -6 | -1% | 6% | ? | 1% | -5
> Cc1ccc(N2CC(C(=O)OCC(=O)NNC(=O)c3ccccc3)CC2=O)cc1 (configuration not stated)
    nt | nt | 2% | 7% | 11% | nt
> O=C(O)CCCCCNC(=O)OCC1c2ccccc2-c2ccccc21
    -23 | 4% | -24% | -13% | ? | -4
> O=C(c1cn(-c2ccccc2)nc1-c1cccs1)N1CCN(c2ccc(F)cc2)CC1
    15 | -11% | 6% | ? | 9.3µM* | 14
> CCC(C(=O)Nc1nccs1)(C(F)(F)F)C(F)(F)F
    -18 | -4% | -3% | 0% | 3% | -3
> CCSc1nc2ccc(C)cc2cc1C#N
    4 | 0% | nt | -10% | 39%[activator] | -1
> COc1ccc(S(=O)(=O)N2CCOCC2)cc1NC(=O)/C=C/c1ccccc1
    nt | nt | ? | -1% | ? | nt
> COc1ccc(C2CC(=O)C(C=NCCN3CCOCC3)=C(O)C2)cc1 (configuration not stated)
    -19 | -9% | ? | 3% | 88%[activator] | 2
> CCCNS(=O)(=O)c1ccc(OCC(=O)N2CCC(C(=O)OCC)CC2)cc1
    -8 | 1% | -14% | ? | 40%[activator] | -2
> CN=C(Nc1cccc(Cl)c1)SC1CC(=O)N(c2ccc(OC)cc2)C1=O (configuration not stated)
    -12 | -7% | -1% | ? | 65%[activator] | -1
> Cc1ccc(NC(=O)CN(C)C(=O)CSc2nncn2C)cc1
    -14 | 5% | -10% | nt | 37%[activator] | -6
> Cc1cccc(/C=N/NC(=O)c2cccc(NC(=O)c3ccccc3)c2)n1
    27 | -14% | 15% | -4% | 26% | 14*
> O=c1[nH]cnc2scc(-c3ccsc3)c12
    -10 | -1% | -30% | 15% | -14% | -3
> O=C(CCS(=O)(=O)c1ccc(Br)cc1)NCc1cccs1
    13 | 7% | 11% | -1% | 89%[activator] | 1
> Cc1ccc(Cl)cc1NS(=O)(=O)c1c(C)[nH]c(=O)[nH]c1=O
    12 | 4% | -18% | -4% | -11% | 5
> COc1ccc(OCCC(=O)N2CCN(C)CC2)cc1
    3 | -5% | 5% | 29% | ? | 5
> CCc1nnc(NS(=O)(=O)c2ccc(NC(=S)NC(=O)c3ccc(F)cc3)cc2)s1
    -2 | 6% | 45µM* | -12% | 164%[activator] | -1
> CCCCN(CC)CCCNC(=O)c1cn(CC(C)C)c(=O)c2c1c1ccccc1n2C
    -6 | 11% | 32µM*! | 13µM* | -25% | 1
> C=C1C(=O)O[C@H]2[C@H]1[C@@H](O)CC(=C)[C@@H]1CC(=O)[C@@H](C)[C@H]21
    36* | -4% | 22µM* | ? | ? | 32*
> COc1ccccc1N1CCN(C2CCCN(C(=O)COc3ccccc3Cl)C2)CC1 (configuration not stated)
    -19 | -2% | 5% | ? | 151%[activator] | -4
> COCC(=O)Nc1nnc(SCC(=O)NCc2cccs2)s1
    -15 | -1% | 6% | -7% | -30% | 1
> O=C(NC1CCCCC1)N(CCO)Cc1cc2cc3c(cc2[nH]c1=O)OCCO3
    -12 | 0% | 0% | nt | ? | -4
> CC(=O)n1cc(CO)c2ccccc21
    -4 | 14% | -14% | 13% | 1% | 2
> COc1ccc2oc(C(=O)Nc3ccc(C)cn3)c(C)c2c1
    nt | nt | -1% | 105%[activator] | 89%[activator] | nt
> O=C(NC1CC1)c1cccc(NC(=O)c2cc(S(=O)(=O)N3CCOCC3)ccc2Cl)c1
    nt | nt | -1% | -5% | ? | nt
> Cc1c(Cl)cccc1NC(=O)CCCn1cnc([N+](=O)[O-])n1
    -12 | -9% | -2% | -2% | -4% | 3
> O=C(Nc1cccc(F)c1)NC1(C(=O)N2CCN3CCCC3C2)CCCCC1 (configuration not stated)
    -28 | 3% | -16% | -9% | -2% | -1
> O=S(=O)(/N=C(\Sc1ccccc1)c1ccccc1)c1ccc(Cl)cc1
    -9 | 8% | 0% | 32%[activator] | ? | -2
> CCOc1ccc(C2N(c3cc(Cl)ccc3OC)C(=O)C3CCCN32)cc1OC (configuration not stated)
    -10 | 0% | 1% | nt | 300%[activator] | -3
> COc1ccccc1C(=O)NCC(=O)Nc1ccc2c(c1)CCC2
    nt | nt | 27% | 190%[activator] | 129%[activator] | nt
> CCN1CCN(c2nc(-c3ccccc3)c3ccccc3n2)CC1
    -5 | 1% | -2% | -11% | -21% | -4
> C/C(=N/NC(=O)CCc1ccccc1)c1ccc2c(c1)OCO2
    -2 | 7% | 4% | 7% | ? | 9
> COc1ccc(CCn2nnnc2C(CC(C)C)N2CCC(C(N)=O)CC2)cc1OC (configuration not stated)
    -1 | 1% | 2% | 12% | 12µM* | -1
> CCOC(=O)/C=C/C(=O)Nc1cccc([N+](=O)[O-])c1
    49 | -6% | 0.71µM* | 0% | 2% | 38*
> O=C(Nc1ccc2c(c1)OCO2)C(c1ccc(Cl)cc1)N1CCN(C(=O)c2ccco2)CC1 (configuration not stated)
    1 | -3% | -2% | 0% | 37%[activator] | -2
> CCNC(=O)CC1C(=O)N(c2ccc(F)cc2)C(=O)N1Cc1cccs1 (configuration not stated)
    -6 | 5% | 1% | 5%[5.75 µM] | -4%[5.75 µM] | -3
> CNC(=O)C(=O)NCCCN1CCOCC1
    -14 | 4% | -8% | -19% | ? | -5
> COc1ccc2c(c1)C(C)CC(C)(C)N2C(=O)CSc1nc2ccccc2s1 (configuration not stated)
    -12 | -3% | 4% | ? | 10µM* | -3
> NC(=S)N/N=C/c1ccc(OC(=O)c2cccnc2)cc1
    4 | ? | 4% | 13% | ? | 2
> N#Cc1c(Cl)nc(SCc2ccccc2)nc1-c1ccccc1
    34 | -9% | 12% | 9% | 7% | -4
> Cc1cc(C)cc(-n2nnnc2SCC(=O)Nc2cccc(NC(=O)c3ccco3)c2)c1
    29 | 11% | 1% | -17% | nt | 11
> CCN(CC)CCCN=Cc1c(O)n(-c2c(C)cccc2C)c(=O)c2ccccc12
    6 | -2% | -17% | -12% | -13% | -1
> CCn1c(=O)c(=O)n(CC)c2cc(S(=O)(=O)Nc3cccc(OC)c3)ccc21
    -12 | -12% | 0% | nt | 2% | -4

Some of the entries so far, with tabs:
smiles	Shiga toxin inh	Giardia FBPA inh	Sm TGR inh	Pf growth 48h	Pf growth 96h	CHX counter
CCN1CCN(c2nc(-c3ccccc3)c3ccccc3n2)CC1	-5	1%	-2%	-11%	-21%	-4
C/C(=N/NC(=O)CCc1ccccc1)c1ccc2c(c1)OCO2	-2	7%	4%	7%	?	9
COc1ccc(CCn2nnnc2C(CC(C)C)N2CCC(C(N)=O)CC2)cc1OC (configuration not stated)	-1	1%	2%	12%	12µM*	-1

As a short view, some entries already given.
Results follow in this order: Shiga toxin inh | Giardia FBPA inh | Sm TGR inh | Pf growth 48h | Pf growth 96h | CHX counter
> NC(=S)N/N=C/c1ccc(OC(=O)c2cccnc2)cc1
    4 | ? | 4% | 13% | ? | 2
> N#Cc1c(Cl)nc(SCc2ccccc2)nc1-c1ccccc1
    34 | -9% | 12% | 9% | 7% | -4
> Cc1cc(C)cc(-n2nnnc2SCC(=O)Nc2cccc(NC(=O)c3ccco3)c2)c1
    29 | 11% | 1% | -17% | nt | 11
> CCN(CC)CCCN=Cc1c(O)n(-c2c(C)cccc2C)c(=O)c2ccccc12
    6 | -2% | -17% | -12% | -13% | -1
> CCn1c(=O)c(=O)n(CC)c2cc(S(=O)(=O)Nc3cccc(OC)c3)ccc21
    -12 | -12% | 0% | nt | 2% | -4

Additional entries follow.
Results follow in this order: Shiga toxin inh | Giardia FBPA inh | Sm TGR inh | Pf growth 48h | Pf growth 96h | CHX counter
> CC1CCCN(C(=O)c2ccc(NS(=O)(=O)c3ccc4[nH]c(=O)[nH]c4c3)cc2)C1 (configuration not stated)
    nt | nt | -5% | 3% | ? | nt
> Cc1ccc(C)c(S(=O)(=O)NCCCN2CCOCC2)c1
    -11 | -2% | 8% | -11%[1.15 µM] | 14% | -6
> CN(c1ccc(C(=O)NCc2ccco2)cc1)S(C)(=O)=O
    18 | 6% | 0% | 12% | nt | -2
> COc1cccc(C2CC(C(F)(F)F)n3nc(C(=O)NCc4cccnc4)cc3N2)c1 (configuration not stated)
    -16 | 8% | 5% | -27% | 18% | -3

Retrieved one by one from the list above (three):
Results follow in this order: Shiga toxin inh | Giardia FBPA inh | Sm TGR inh | Pf growth 48h | Pf growth 96h | CHX counter
> COc1cccc(C2CC(C(F)(F)F)n3nc(C(=O)NCc4cccnc4)cc3N2)c1 (configuration not stated)
    -16 | 8% | 5% | -27% | 18% | -3
> CN(c1ccc(C(=O)NCc2ccco2)cc1)S(C)(=O)=O
    18 | 6% | 0% | 12% | nt | -2
> Cc1ccc(C)c(S(=O)(=O)NCCCN2CCOCC2)c1
    -11 | -2% | 8% | -11%[1.15 µM] | 14% | -6
